# Compound activity: PubChem, National Center for Advancing Translational Sciences (NCATS)
# D1 agonist: Allosteric Agonists of the Human D1 Dopamine Receptor: qHTS; D(1A) dopamine receptor (Homo sapiens), P21728; HEK293 T-REx D1 cells, calcium flux, agonist mode; activation, % at 2 µM; 360,000 tested, 1% active; AID 504660, 2011; note: 0% is about no effect
# Target sequence (P21728 whole entry, looked up): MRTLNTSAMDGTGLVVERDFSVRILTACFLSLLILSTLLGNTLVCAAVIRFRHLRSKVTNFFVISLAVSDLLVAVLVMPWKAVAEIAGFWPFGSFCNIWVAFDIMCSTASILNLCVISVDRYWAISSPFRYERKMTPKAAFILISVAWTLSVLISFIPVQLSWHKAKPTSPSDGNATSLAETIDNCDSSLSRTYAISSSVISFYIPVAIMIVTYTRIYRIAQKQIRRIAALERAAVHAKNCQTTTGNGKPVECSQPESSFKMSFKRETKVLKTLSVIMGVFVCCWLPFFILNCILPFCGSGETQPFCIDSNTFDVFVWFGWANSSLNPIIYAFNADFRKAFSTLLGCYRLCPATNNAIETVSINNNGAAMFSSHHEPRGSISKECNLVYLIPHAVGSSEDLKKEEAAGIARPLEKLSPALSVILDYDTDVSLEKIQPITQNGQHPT
#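 Tetracycline-induced HEK293 TREx D1 cells, force-coupled to calcium signalling, were dye-loaded with a no-wash calcium kit. Compound was pin-added after a 10 s baseline. Fluorescence was read kinetically at 1 cycle/s for 180 s, with calcium rises flagged as agonism.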
# D1 potentiator: Potentiators of Human D1 Dopamine Receptor: qHTS; AID 504651, 2011; 360,000 tested, 0.036% active; HEK293 TREx D1 cells, calcium flux, dopamine EC20 potentiation; potentiation, % at 10 µM; in the data active = potentiation above about 30%; note: 0% is about no effect
# RXFP1 antagonist: qHTS Assay for Antagonists of the Relaxin Receptor RXFP1. HEK293-RXFP1, relaxin-stimulated cAMP HTRF, 30 min; hits give low values. activity change, negative = inhibition, % at 57.5 µM. 350,000 tested, 0.59% active. AID 1259400, 2018;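 active = activity change of -60% or lower, but not beyond a set lower limit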; note: % is set by controls: 0 for no effect and ±100 for the full control effect
# D2 potentiator: HTS Assay for Positive Allosteric Modulators of the Human D2 Dopamine Receptor: Primary Screen for Potentiators. 340,000 tested, 0.34% active. HEK293 T-REx D2, calcium flux, EC20 dopamine potentiation. AID 485347, 2010. D(2) dopamine receptor (Homo sapiens), P14416. potentiation, % at 10 µM;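 active = potentiation over 3 SD above the plate norm, cut at about 30% in these data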; note: 0% is about no effect
# Target sequence (P14416 whole entry, looked up): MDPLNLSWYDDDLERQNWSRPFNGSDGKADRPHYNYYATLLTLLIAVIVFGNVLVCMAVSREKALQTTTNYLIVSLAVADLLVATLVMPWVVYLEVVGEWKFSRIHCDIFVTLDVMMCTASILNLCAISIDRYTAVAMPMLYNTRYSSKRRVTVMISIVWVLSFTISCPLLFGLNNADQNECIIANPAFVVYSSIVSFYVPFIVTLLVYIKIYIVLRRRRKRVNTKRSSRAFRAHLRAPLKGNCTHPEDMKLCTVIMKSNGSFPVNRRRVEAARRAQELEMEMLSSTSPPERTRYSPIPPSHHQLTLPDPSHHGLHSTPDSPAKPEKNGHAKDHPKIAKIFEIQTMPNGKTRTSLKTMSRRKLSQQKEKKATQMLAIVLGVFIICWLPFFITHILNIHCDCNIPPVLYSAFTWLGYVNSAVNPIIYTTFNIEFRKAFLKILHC
#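 Tetracycline-induced Hek293 Trex D2 cells, force-coupled to calcium, loaded with no-wash calcium dye. Compound added with 180 s kinetic read for agonism, then EC20 dopamine and a further 180 s read for potentiation.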
# D2 agonist: HTS Assay for Allosteric Agonists of the Human D2 Dopamine Receptor: Primary Screen for Agonists. 340,000 tested, 0.53% active. AID 485358, 2010. D(2) dopamine receptor (Homo sapiens), P14416. activation, % at 2 µM. HEK293 T-REx D2 cells, calcium flux agonist mode;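 active = activation over 3 SD above normal in the single-dose calcium agonist read, cut at about 30% in these data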; note: 0% is about no effect
#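 Agonism is scored from calcium flux in a force-coupled, inducible HEK293 cell line expressing D2, read kinetically for 180 s after compound addition against dopamine controls.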
# TRHR PAM: qHTS for Small Molecule Agonists and Allosteric Enhancers of Human TRH Receptor: Primary Screen for Enhancers; TRHR cells, fluo-8 calcium fluorescence, EC20 TRH enhancement; Thyrotropin-releasing hormone receptor (Homo sapiens), P34981; AID 493056, 2011; 360,000 tested, 0.66% active; enhancement, % at 2 µM; in the data active = enhancement above about 30%; note: 0% is about no effect
#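 Enhancer read-out: after compound pinning and an initial kinetic agonist-mode read, an EC20 of TRH (10 nM final) was injected and fluo-8 calcium signal (Ex 480/Em 530) followed at 1 s/cycle for 100 cycles in TRHR-expressing cells.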
# D1 antagonist: Antagonist of Human D 1 Dopamine Receptor: qHTS; HEK293 TREx D1 cells, calcium flux, dopamine EC80; hits give low values; activity change, negative = inhibition, % at 10 µM; 360,000 tested, 3.2% active; AID 504652, 2011; in the data active = activity change below about -30%; note: % is set by controls: 0 for no effect and ±100 for the full control effect
#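 Antagonism measured as reduced calcium response to an EC80 dopamine addition following 180 s compound pre-read; cells were inducible HEK293 Trex D1 plated overnight at 30 C, read kinetically at 1 cycle/sec.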
# D2 antagonist: HTS Assay for Allosteric Antagonists of the Human D2 Dopamine Receptor: Primary Screen for Antagonists; HEK293 TREx D2 cells, calcium flux, dopamine EC80; 340,000 tested, 2% active; inhibition, % at 10 µM; D(2) dopamine receptor (Homo sapiens), P14416; AID 485344, 2010; in the data active = inhibition above about 30%; note: 0% is about no effect
#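 Cells plated overnight at 30 C with tetracycline; no-wash calcium dye, 30–90 min RT; 10 s baseline; compound pinned; 180 s read; EC80 dopamine added; another 180 s read.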
# TRHR agonist: qHTS for Small Molecule Agonists and Allosteric Enhancers of Human TRH Receptor: Primary Screen for Agonists | Thyrotropin-releasing hormone receptor (Homo sapiens), P34981 | TRHR cells, calcium flux fluo-8, FDSS agonist mode | activation, % at 2 µM | 360,000 tested, 0.18% active | AID 493084, 2011; note: 0% is about no effect
#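 In this calcium-flux screen, cells bearing human TRHR are dye-loaded with fluo-8, baselined for 10 cycles, then exposed to library compounds; positive kinetic calcium responses during the agonist phase mark hits, with TRH as control.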
# Starred values were filed as active, the others as inactive; . = no result given. Cut-off read from the data, not from the text of the source, unless noted: active = activation above about 30%; inactive = the rest.
Compound	D1 agonist	D1 potentiator	RXFP1 antagonist	D2 potentiator	D2 agonist	TRHR PAM	D1 antagonist	D2 antagonist	TRHR agonist
COc1ccc(CCN(C)C2CCCN(C(=O)c3sccc3C)C2)cc1OC (stereo not drawn)	1	3	-18	-26	0.2	-3	0	57*	0.1
COC(=O)CCC(NS(=O)(=O)OCC(Cl)(Cl)Cl)c1ccccc1 (stereo not drawn)	1	12	.	3	13	-6	-10	-15	0.1
CCc1n[nH]c(=O)c2cc3cc(OC)ccc3n12	0	2	1	-9	2.5	-10	-15	13	-0.3
COc1ccc(Nc2nnc(-c3ccc(N4CCOCC4)c([N+](=O)[O-])c3)c3ccccc23)cc1	-1	-2	-10	-8	-0.1	-3	-14	0	-0.1
CC(C)C(=O)Nc1ccc(C(=O)NNC(=S)NC(=O)c2ccco2)cc1	0	-5	9	-12	-0.4	2	-1	-10	-0.5
C=C(C)C1CC=C(CN2CCC(C(=O)OCC)CC2)CC1 (stereo not drawn)	1	-2	-1	-22	60*	-4	6	72*	0.1
CC(=O)c1cc(C#N)c(SCC(=O)C(C)(C)C)nc1C	3	-3	-16	8	0.0	-5	-30	-15	-1.2
C/C(=N\NC(=O)c1cccc(F)c1)c1ccc(NC(=O)Cc2ccccc2)cc1	0	0	5	4	0.9	-3	6	-2	0.0
C=CCOc1ccc(/C=C/C(=O)OCC(=O)N(C)C2CCS(=O)(=O)C2)cc1 (stereo not drawn)	8	5	0	3	0.9	21	7	-7	0.2
Cc1nnc(NC(=O)c2ccc(S(=O)(=O)N3CCc4ccccc4C3)cc2)o1	1	9	-6	.	.	-4	3	.	0.0
COCCOC(=O)c1[nH]c2c(c1C)C(=O)CC(c1ccc(OC)cc1)C2 (stereo not drawn)	6	-7	-18	13	0.0	-1	-2	6	0.1
O=C1CSC(c2cccc([N+](=O)[O-])c2)N1CCN1CCCCC1 (stereo not drawn)	0	1	9	-21	-1.5	-4	-3	0	-1.0
CCC(=O)N1c2ccc(S(=O)(=O)CCC(=O)Nc3nccs3)cc2CC1C (stereo not drawn)	-1	1	8	-8	-0.1	0	2	21	-0.7
Cc1ccc(C)c(N2CCN(Cc3nnnn3C3CCCCC3)CC2)c1	3	6	-15	13	1.0	2	12	7	0.4
COc1ccc(C(=O)NCC(=O)N/N=C/c2cn(C)c3ccccc23)cc1OC	-1	0	6	2	-0.4	1	-3	9	0.1
CCCCOC(=O)Cn1c(=O)n(CC(=O)OCCCC)c2cc(C)ccc21	4	-4	-9	-15	0.0	7	-6	-5	-0.2
COc1ccc(CC(=O)NC(C)c2nnc(SCC(=O)c3ccc(Br)cc3)n2C)cc1 (stereo not drawn)	-1	-11	3	9	-1.1	3	13	-22	-0.4
CC(=O)Nc1ccc(S(=O)(=O)NCCC(=O)OCc2ccc([N+](=O)[O-])cc2)cc1	6	-13	-9	-6	0.1	-3	-17	10	-0.4
Cc1cccc(N2C(=O)N(Cc3cc(=O)n4ccccc4n3)c3ccccc3S2(=O)=O)c1	0	3	.	6	0.3	7	-69*	.	-0.2
Cc1ccc(S(=O)(=O)Nc2cccc(-n3cnnn3)c2)cc1C	4	-4	7	-7	0.0	3	-20	-1	0.2

# Whole records, quoted from the list.
# COc1ccc(CC(=O)NC(C)c2nnc(SCC(=O)c3ccc(Br)cc3)n2C)cc1 (stereo not drawn) as listed: D1 agonist: -1; D1 potentiator: -11; RXFP1 antagonist: 3; D2 potentiator: 9; D2 agonist: -1.1; TRHR PAM: 3; D1 antagonist: 13; D2 antagonist: -22; TRHR agonist: -0.4
# C/C(=N\NC(=O)c1cccc(F)c1)c1ccc(NC(=O)Cc2ccccc2)cc1 as listed: D1 agonist: 0; D1 potentiator: 0; RXFP1 antagonist: 5; D2 potentiator: 4; D2 agonist: 0.9; TRHR PAM: -3; D1 antagonist: 6; D2 antagonist: -2; TRHR agonist: 0.0

# More entries.
Compound	D1 agonist	D1 potentiator	RXFP1 antagonist	D2 potentiator	D2 agonist	TRHR PAM	D1 antagonist	D2 antagonist	TRHR agonist
C/C(=C/c1ccccc1)C(=O)N1CC(C)OC(C)C1 (stereo not drawn)	3	0	3	-6	-0.6	-2	16	-6	-0.6
CCOc1ccc(-c2csc(NC(=O)CSCC(=O)O)n2)c2ccccc12	-2	5	-20	13	-0.5	6	12	7	0.2
Cc1cc(OC(=O)c2cccc([N+](=O)[O-])c2)c(C)cc1CN1CCOCC1	8	0	-28	-4	0.5	-9	-9	-28	0.1
Cc1ccc(C(=O)CSc2nc3ccccc3o2)cc1	4	3	-18	1	-0.8	4	-5	0	-0.7
O=C(O)CC(NC(=O)C12CC3CC(CC(C3)C1)C2)c1ccc2c(c1)OCO2 (stereo not drawn)	2	-1	-27	26	-0.1	-1	-7	-8	-0.3
C=CCNC(=O)c1ccc(OC)cc1OC	3	-4	9	7	-0.1	1	-12	-14	-0.1
Cc1cc(N2CCN(c3cccc(C(F)(F)F)c3)CC2)n2ncnc2n1	10	-2	1	14	-0.7	-1	6	11	-0.7
COCCCN(Cc1ccco1)C(=O)c1cc2c(s1)-c1ccccc1OC2	2	-5	.	15	-0.2	-6	-6	.	-0.1
COc1cc(OC)cc(C(=O)NCC(=O)N2CCN(c3ccc(O)cc3)CC2)c1	4	4	11	5	-0.4	1	4	0	0.4
CCSC1=C(C#N)C2(CCCCC2)C(C#N)C(=O)N1 (stereo not drawn)	2	0	8	.	.	11	2	.	-0.5
Cc1cc(C)cc(C(=O)Nc2ccc(N3CCN(S(C)(=O)=O)CC3)cc2)c1	1	-6	-6	9	0.7	-6	-12	-6	0.6
COC(=O)c1ccc(NC(=O)c2ccccc2SC)cc1	2	-6	6	8	-2.1	3	5	7	-1.0
CCOC(=O)c1c(/N=C/c2ccc(OC)cc2O)sc2c1CCN(C)C2	3	-3	-2	-13	-0.7	1	-12	12	0.7
COc1ccc(C(=O)Nc2cc(Cl)ccc2Cl)c(OC)n1	5	3	2	0	0.0	2	-4	14	0.4
O=C(COc1ccc2ccccc2c1Br)Nc1ncn[nH]1	2	3	-1	-5	0.2	2	2	-1	-0.2
Cc1csc(NC(=O)C2CCCCC2C(=O)O)n1 (stereo not drawn)	1	-9	7	1	0.2	20	-4	-8	0.0
CCn1c(CC(=O)Nc2ccccc2OC)nnc1SCC(=O)Nc1ccccc1F	0	1	-2	3	-1.0	6	-1	-8	0.3
OC(COC1CCCCC1)CN1CCCCC1 (stereo not drawn)	4	8	27	-11	0.7	4	-5	-6	1.7
CCOc1ccc(-c2cc(CCCC(=O)NCc3ccco3)no2)cc1	2	1	4	-6	-1.3	1	-1	7	0.1
COc1ccccc1N1CCN(/N=C\C(Br)=C\c2ccccc2)CC1	1	13	-18	25	-1.2	-3	10	1	-0.3

# Looked up by compound from the entries so far:
Compound	D1 agonist	D1 potentiator	RXFP1 antagonist	D2 potentiator	D2 agonist	TRHR PAM	D1 antagonist	D2 antagonist	TRHR agonist
O=C(COc1ccc2ccccc2c1Br)Nc1ncn[nH]1	2	3	-1	-5	0.2	2	2	-1	-0.2
Cc1ccc(C(=O)CSc2nc3ccccc3o2)cc1	4	3	-18	1	-0.8	4	-5	0	-0.7
COc1cc(OC)cc(C(=O)NCC(=O)N2CCN(c3ccc(O)cc3)CC2)c1	4	4	11	5	-0.4	1	4	0	0.4

# Further structures follow.
Compound	D1 agonist	D1 potentiator	RXFP1 antagonist	D2 potentiator	D2 agonist	TRHR PAM	D1 antagonist	D2 antagonist	TRHR agonist
CC(=O)Nc1ccc(S(=O)(=O)N(C)CC(=O)N/N=C/c2cccc(O)c2)cc1	5	-5	0	6	0.9	1	5	15	0.9
Cc1cc(Br)ccc1NC(=O)CN(C)C(=O)CNC(=O)Cc1ccccc1	0	-10	-2	-11	0.1	3	6	-24	-0.2
O=C(OCC(=O)N1CCN(c2ccccc2)CC1)c1ccc2ncsc2c1	2	-5	-6	2	-0.4	-4	6	-11	0.2
Cc1cccc(C)c1OCCN1CCOCC1	1	-2	-10	6	0.4	-10	10	1	0.7
COc1ccc(-c2cc(C(=O)Nc3ccc(C)c(C)c3)no2)cc1	4	-4	6	-4	0.1	1	-1	-15	0.3
O=C(NCCc1ccc(Cl)cc1)C1CCN(C(=O)c2ccc(F)cc2)CC1	0	2	-1	0	0.7	-1	17	2	0.5
COc1ccccc1NC(=O)NNC(=O)COc1ccc2ccccc2c1	1	0	-5	.	.	-8	-2	.	0.3
O=C(Cn1nc(-c2ccc(Cl)cc2)ccc1=O)NCCN1CCOCC1	2	-6	.	-9	0.5	-2	-3	0	-0.2
CC(C)CN(C(=O)CCC(=O)OC(C)C(=O)Nc1cccc(C#N)c1)c1c(N)n(CC(C)C)c(=O)[nH]c1=O (stereo not drawn)	3	1	-25	-8	0.0	6	3	-1	1.5
CCC(C)(C)NC(=O)C(c1ccc(OC)cc1)N(C(=O)CCC(=O)Nc1cc(C)on1)c1ccc(OC)cc1OC (stereo not drawn)	1	-3	-3	1	-0.8	18	-2	-11	-0.6
Cc1cccc(-c2nc3nc(C)cc(NCc4ccccc4Cl)n3n2)c1	10	-2	.	0	1.9	4	-4	.	2.4
O=C(Nc1ccc([N+](=O)[O-])cc1)c1cc2ccccc2nc1Cl	7	-3	-7	0	-0.3	3	-28	5	0.3
Cc1nnc(SCc2ccc(C(=O)Nc3cc(Cl)ccc3C)cc2)s1	5	-3	17	.	.	-25	10	.	-2.3
O=S(=O)(c1cccs1)N1CCN(Cc2nc3ccccc3s2)CC1	2	-1	-16	25	-0.6	-4	11	1	-0.2
CCc1ccccc1NC(=O)c1cnn(-c2ccc(F)cc2)c1C1CCNCC1	2	-8	.	-12	0.7	-2	-15	.	1.9
CC(C)Nc1nc(NC(C)C)nc(N(C)N)n1	10	-6	8	.	.	-3	-15	.	-0.6
Nc1ccc2c(c1)COc1ccccc1O2	4	-5	-14	-9	0.3	-5	-15	9	0.5
Cn1c(NC(=O)c2ccc(Cl)cc2Cl)cc(=O)n(C)c1=O	4	.	.	-1	0.8	5	0	17	1.2
O=C(NC(c1ccccc1)c1ccccc1)C1CCCO1 (stereo not drawn)	4	7	8	-3	-0.7	0	12	3	-1.5
CC1Cc2cc(/C(O)=C3/C(=O)C(=O)N(CCCN(C)C)C3c3ccncc3)ccc2O1 (stereo not drawn)	3	-10	-6	-3	-0.1	-5	-1	7	0.3
Cc1cc(C)c(OCC(=O)NCC2CCCO2)c(C)c1 (stereo not drawn)	4	1	-11	-2	-0.4	2	-7	6	-0.4
C=CCNC(=O)/C=C/c1ccc(C(C)C)cc1	-2	-2	-4	2	0.0	-3	5	15	-0.5
O=C(Cc1ccccc1)Nc1cccc(NC(=O)c2ccccc2)c1	5	1	0	9	0.4	-5	-24	6	-0.5
